# Source: PubChem BioAssay
# CXCR6 inh: CXCR6 (human) receptor inhibition; O00574; CHO-K1 PathHunter CXCR6 beta-arrestin, luminescence; inhibition, % at 20 µM; hit rate 0.36% among 360,000; in the data active = inhibition above about 34%, passing the limit was not always enough;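 note: antagonist mode with CXCL16 agonist at 10 nM final; 0% = 10 nM CXCL16 with DMSO and 100% = unstimulated wells without agonist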
# Target sequence (O00574 whole entry, looked up): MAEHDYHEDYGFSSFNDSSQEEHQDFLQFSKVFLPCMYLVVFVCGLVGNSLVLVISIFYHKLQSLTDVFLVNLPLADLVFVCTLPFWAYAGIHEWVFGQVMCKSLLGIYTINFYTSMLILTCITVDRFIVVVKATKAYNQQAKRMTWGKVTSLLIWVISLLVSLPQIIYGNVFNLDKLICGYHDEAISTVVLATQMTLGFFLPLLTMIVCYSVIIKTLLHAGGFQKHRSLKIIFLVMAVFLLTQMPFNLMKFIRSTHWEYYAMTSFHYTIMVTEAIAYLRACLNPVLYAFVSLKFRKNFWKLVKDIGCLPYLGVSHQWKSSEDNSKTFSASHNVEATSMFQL
# CCR6 antagonist: CCR6 (human) receptor antagonism | hit rate 0.49% among 340,000 | inhibition, % at 20 µM | CHO-K1 CCR6 PathHunter beta-arrestin, luminescence, CCL20-stimulated | AID 493098 | P51684;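 active = compounds whose inhibition of the agonist-driven luminescence signal at 20 µM reaches about 50%, limit read from the data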;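 note: cells stimulated with CCL20 at 14 nM final; plate controls were DMSO with CCL20 for no effect and DMSO without agonist for full effect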
# Gli-Sufu antag: antagonists of Gli-Sufu signaling. Sufu-KO-LIGHT fibroblasts, Gli luciferase reporter luminescence. inhibition, % at 5 µM. hit rate 0.74% among 340,000;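 active = inhibition above about 55%, limit read from the data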;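 note: 0% = DMSO-treated cells and 100% = wells with medium but no cells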
# EBI2 block: antagonists of human EBI2 receptor; EBI2 beta-arrestin recruitment, luminescence, 7a,25-OHC stimulated; inhibition, % at 5 µM; hit rate 0.81% among 360,000; in the data active = inhibition above about 38%;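 note: enzyme fragment complementation signal reports receptor beta-arrestin coupling in cells; 0% = agonist plus DMSO wells and 100% = wells without agonist; some results beyond the cut were filed as inactive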
# ATG4B inh: blocks human ATG4B protease cleavage of LC3 substrate | Q9Y4P1 | ATG4B cleavage of LC3-PLA2, NBD-HPC fluorescence, 1 h | inhibition, % at 8.33 µM | hit rate 0.51% among 340,000; in the data active = inhibition above about 40%
# Target sequence (Q9Y4P1 whole entry, looked up): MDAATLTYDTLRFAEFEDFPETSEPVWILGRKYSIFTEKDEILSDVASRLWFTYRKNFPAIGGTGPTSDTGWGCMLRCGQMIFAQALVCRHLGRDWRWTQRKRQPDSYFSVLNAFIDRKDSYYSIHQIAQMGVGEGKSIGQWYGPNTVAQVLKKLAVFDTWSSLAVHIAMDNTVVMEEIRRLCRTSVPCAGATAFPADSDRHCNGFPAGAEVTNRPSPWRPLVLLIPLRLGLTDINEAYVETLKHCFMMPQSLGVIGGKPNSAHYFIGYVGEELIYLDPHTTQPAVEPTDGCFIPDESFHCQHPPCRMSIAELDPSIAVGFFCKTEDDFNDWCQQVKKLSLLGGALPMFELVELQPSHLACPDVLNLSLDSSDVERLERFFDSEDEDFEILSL
# UBC13 inh: inhibitors of human UBC13 polyubiquitin chain formation. hit rate 0.47% among 330,000. inhibition, % at 20 µM. TR-FRET. P61088; in the data active = inhibition above about 45%, passing the limit was not always enough
# APJ antag: blocks the human apelin receptor APJ; CHO-K1 APJ beta-arrestin complementation, luminescence; inhibition, % at 20 µM; hit rate 0.32% among 330,000; AID 2521;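 active = inhibition above about 40% at 20 µM, limit read from the data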;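 note: cells challenged with 10 nM apelin-13 agonist together with compound; plate controls were apelin-13 plus DMSO wells for no effect and DMSO wells lacking apelin-13 for full effect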
# Target sequence (P35414 whole entry, looked up): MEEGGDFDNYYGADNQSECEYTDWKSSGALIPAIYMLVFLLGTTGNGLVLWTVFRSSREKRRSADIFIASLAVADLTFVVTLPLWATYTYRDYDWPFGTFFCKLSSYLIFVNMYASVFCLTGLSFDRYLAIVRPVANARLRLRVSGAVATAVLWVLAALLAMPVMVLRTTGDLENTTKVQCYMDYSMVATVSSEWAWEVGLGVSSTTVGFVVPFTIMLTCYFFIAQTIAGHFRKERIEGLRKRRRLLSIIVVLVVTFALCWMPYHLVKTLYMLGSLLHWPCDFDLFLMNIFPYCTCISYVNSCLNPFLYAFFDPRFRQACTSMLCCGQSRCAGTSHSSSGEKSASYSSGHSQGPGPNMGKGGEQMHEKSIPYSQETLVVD
# APJ agonist: activates the human apelin receptor APJ | hit rate 0.11% among 330,000 | AID 2520 | CHO-K1 APJ PathHunter beta-arrestin, luminescence; 0% DMSO wells, 100% apelin | activation, % at 20 µM;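 active = activation more than six SD over the plate average, tested at 20 µM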;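 note: 0% = DMSO alone and 100% = apelin-13 at 10 nM; some results filed as inactive read as strong as hits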
#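 Test system – PathHunter CHO-K1 APJ (AGTRL-1) beta-arrestin reporter cells · Input – 1000 cells/well · Compound – single test compound dose, 20 µM final, 1% DMSO · Times – compound stimulation 90 min at 25 °C, detection 60 min · Technique – beta-gal luminescence · Read-out basis – APJ–arrestin association signal · Control set – negative DMSO alone, positive Apelin-13 at 10 nM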
# * = called active by the depositor; · = not tested or not shown.
SMILES,CXCR6 inh,CCR6 antagonist,Gli-Sufu antag,EBI2 block,ATG4B inh,UBC13 inh,APJ antag,APJ agonist
CC(CCc1ccccc1)NCC(O)c1ccc(O)c(C(N)=O)c1 (centres undefined),7,15,7,-3,-4,23,17,-6
COc1ccc(C2CC(c3ccc(OC)cc3)n3nc(NC(=O)c4cccs4)nc3N2)cc1 (centres undefined),5,0,8,10,0,-13,-2,-5
CC(=O)Oc1ccc(N(c2ccccc2)S(=O)(=O)c2ccc(C)cc2)cc1,1,-4,-3,1,7,1,-5,-5
COc1ccc(/C=C2\SC(=S)N(CC(=O)N3CCN(C)CC3)C2=O)cc1,8,2,6,3,-3,-9,17,2
CCC(=O)N1C(Cc2ccccc2)COC1(C)C (centres undefined),2,7,-1,-1,-6,-17,4,-2
CCO[C@@H]1OC(C(=O)N2CCCCCCC2)=C[C@H](c2csc3ccccc23)[C@H]1CCCO,18,24,15,14,-5,10,8,-8
O=C(CCNC(=O)c1ccc([N+](=O)[O-])cc1)Nc1ccc(S(=O)(=O)N2CCOCC2)cc1,-17,-5,-8,-14,-8,1,-1,6
CC1(NCc2ccc(Cl)cc2)COP(=O)(NCc2ccccc2)OC1 (centres undefined),-17,-5,-3,1,1,·,·,·
Cc1ccc(OCCC(=O)Nc2ccccc2C(=O)NC2CC2)cc1,-1,14,-12,4,7,-5,-49,8
CCC(C)NC(=O)c1ccc(NC(=O)C2CCCO2)cc1 (centres undefined),-7,-2,2,4,7,-8,8,-19
C/C(=N\NC(=S)NCc1ccccc1)c1ccc2c(c1)OCCO2,-5,9,-9,4,-9,5,24,-3
Cc1ccc(-c2cc(C(=O)OCn3nnc4ccccc4c3=O)c3ccccc3n2)cc1,0,5,-18,3,1,19,-11,-3
O=C(NC1CC1)C1=C[C@@H](c2ccc(Br)cc2)C[C@@H](OCCCCO)O1,-6,5,12,-3,0,-7,16,-2
CSCC[C@H](NC(=O)OC(C)(C)C)C(=O)N/N=C/c1ccc2nccnc2c1,-10,-6,-6,4,-3,-12,13,5
COc1ccc(S(=O)(=O)N2CCC(C(=O)NCCN3CCOCC3)CC2)cc1C,2,1,-4,-10,-4,-5,-26,-1

# Quoted at random: 7 compounds from above.
SMILES,CXCR6 inh,CCR6 antagonist,Gli-Sufu antag,EBI2 block,ATG4B inh,UBC13 inh,APJ antag,APJ agonist
COc1ccc(/C=C2\SC(=S)N(CC(=O)N3CCN(C)CC3)C2=O)cc1,8,2,6,3,-3,-9,17,2
COc1ccc(C2CC(c3ccc(OC)cc3)n3nc(NC(=O)c4cccs4)nc3N2)cc1 (centres undefined),5,0,8,10,0,-13,-2,-5
CCO[C@@H]1OC(C(=O)N2CCCCCCC2)=C[C@H](c2csc3ccccc23)[C@H]1CCCO,18,24,15,14,-5,10,8,-8
CSCC[C@H](NC(=O)OC(C)(C)C)C(=O)N/N=C/c1ccc2nccnc2c1,-10,-6,-6,4,-3,-12,13,5
O=C(CCNC(=O)c1ccc([N+](=O)[O-])cc1)Nc1ccc(S(=O)(=O)N2CCOCC2)cc1,-17,-5,-8,-14,-8,1,-1,6
COc1ccc(S(=O)(=O)N2CCC(C(=O)NCCN3CCOCC3)CC2)cc1C,2,1,-4,-10,-4,-5,-26,-1
CC(=O)Oc1ccc(N(c2ccccc2)S(=O)(=O)c2ccc(C)cc2)cc1,1,-4,-3,1,7,1,-5,-5

# The results go on.
SMILES,CXCR6 inh,CCR6 antagonist,Gli-Sufu antag,EBI2 block,ATG4B inh,UBC13 inh,APJ antag,APJ agonist
O=C(O)[C@H](O)[C@@H](O)C(=O)O,-2,-1,1,-1,-4,-8,-31,-1
CCN(CC)S(=O)(=O)c1csc(C(=O)Nc2ccccn2)c1,4,7,-5,7,-9,5,-30,3
O=C(/C=C/c1cccc(Cl)c1)NCCN1CCOCC1,2,-1,2,4,-4,-18,-14,4
CCOC(=O)N1CCN(CC(=O)Nc2nc3ccccc3s2)CC1,8,22,-7,6,-2,-3,12,-2
Cc1ccc(S(=O)(=O)NCC(=O)NCC(=O)OCc2c(F)cccc2Cl)cc1,-3,1,-10,-2,-5,8,12,-3
C=CCN1C(=O)C2C(C(=O)NCc3ccccc3)C3C=CC2(O3)C1C(=O)NC(C)(C)C (centres undefined),5,-16,9,-7,-1,5,-1,5
CC1(C)Cc2c(sc(NC(=O)c3ccco3)c2C(=O)O)CO1,2,23,-30,-4,-6,-6,-7,-3
CCOc1ccc(CC(=O)N/N=C/c2sccc2C)cc1,-7,-4,-4,17,0,-2,1,3
Cc1noc(NS(=O)(=O)c2ccc(NC(=O)C(C)(C)C)cc2)c1C,-1,13,-3,-3,-1,5,12,-3
O=C(O)/C=C/C(=O)Nc1ccc(SC(F)(F)F)cc1,6,0,-27,3,11,-2,-14,14
COc1cccc(/C=C2\SC(=S)N(CC(=O)N(C)C3CCS(=O)(=O)C3)C2=O)c1 (centres undefined),2,7,-12,-7,-3,-14,-7,-3
O=C(/C(=C/c1ccccc1)n1cncn1)c1ccc(Cl)cc1Cl,2,1,4,-9,-2,8,2,3
CCOc1ccc(NS(=O)(=O)c2ccc(C(=O)NCC(c3ccco3)N3CCCC3)cc2)cc1 (centres undefined),-4,2,13,-3,-20,14,8,-1
NNC(=O)c1ncoc1-c1ccc(Cl)cc1,-18,-6,10,-5,0,2,18,-2
COc1cc(N2CCOCC2)ccc1C=C(C#N)C#N,3,21,-1,-2,-2,-19,-10,-2
COC(=O)c1c(NC(=O)CCS(=O)(=O)c2ccccc2)sc2c1CCN(C)C2,4,11,2,-8,-8,5,8,-9
CCn1c(=O)c2cc(C(=O)NC(C)C)sc2c2ccccc21,7,9,17,7,-15,23,-14,-3
CN(C(=O)Nc1ccc(S(=O)(=O)N(C)C)cc1)C1CCCCC1,3,5,-6,-10,-14,0,10,-2
O=S(=O)(c1ccc(-n2cnnn2)cc1)N(C1CCCCC1)C1CCCCC1,2,-3,1,5,1,-4,-6,1
COc1ccc(-c2c(C)cc3oc(=O)cc(-c4ccccc4)c3c2C)cc1OC,5,14,9,27,-6,·,·,·
CCOC(=O)c1[nH]c2ccc(F)cc2c1N=C(C)N(CC)CC,-6,-5,-2,1,-6,-3,-16,-9
Cn1c(N2CCOCC2)c(/C=N/OC(=O)c2cccnc2Cl)c2ccccc21,-14,-18,-12,-4,-7,·,·,·
COc1ccc(C)cc1NC(=O)NC(C)c1ccncc1 (centres undefined),1,11,-4,-1,-15,8,17,-3
Oc1ccc(C=Nc2cccc3ncccc23)c(O)c1,-3,0,5,-9,-16,-43,-15,5
O=C(CSCc1cccc(F)c1)N1CCN(c2ccccc2)CC1,5,1,-51,-9,9,9,11,-7
CC(C)CCN(C(=O)c1cn2ccccc2n1)c1c(N)n(Cc2ccccc2)c(=O)[nH]c1=O,3,16,-1,0,-6,1,-27,6
CCOC(=O)C1CCN(Cc2nnnn2CCc2ccccc2)CC1,-1,-11,3,2,-9,5,-12,-1
Cc1noc(C)c1CSc1ncnc2sc3c(c12)CCCCC3,2,26,6,13,-9,2,1,2
O=S(=O)(c1ccc(F)cc1)N1CCN=C1SCc1cccnc1,-1,1,0,-9,-2,-7,3,2
C=CCNC(=O)c1ccc(NC(=O)C2=CSCCO2)cc1,5,5,-59,-3,3,-4,13,1
Cc1cc(C)cc(N(CC(=O)N2CCC(C)CC2)S(=O)(=O)c2ccccc2)c1,1,-6,·,1,-3,-4,-5,-5
COCCNC(=O)C1CCN(Cc2cccc(OCc3ccccc3)c2)CC1,-5,1,-9,4,4,7,-6,-4
O=C(C1CCCCC1)N1CCC(c2nc3c(nnn3Cc3ccccc3Cl)c(=O)[nH]2)CC1,-1,9,2,-2,-13,·,·,·
CNC(=O)CSc1nnc(-c2cccnc2)n1CCc1ccccc1,5,13,25,-6,1,-8,-5,0
CC(CN1C(C)CCCC1C)OC(=O)c1ccc(Cl)cc1 (centres undefined),2,-5,0,-4,2,-18,-21,-1
CN(CC(=O)O)S(=O)(=O)c1ccc2oc3ccccc3c2c1,-10,14,-12,5,-7,0,9,0
COC(=O)c1ccc2nc(C)cc(Nc3ccc(N(C)C)cc3)c2c1,8,10,10,9,-11,-19,2,-1
CN(CC(=O)Nc1ccc(OC(F)(F)F)cc1)C1CCCCC1,-6,-3,0,-7,4,7,8,-1
C/C=C/C=C(/NC(=O)c1ccccc1)C(=O)Nc1ccccc1,2,-4,-16,2,10,4,14,0
Cc1cc(C)c2cc(C(=O)N3CCC(N4CCCCC4)CC3)[nH]c2c1,7,15,22,46*,9,-1,-15,-2
Fc1ccccc1Cn1nnc2c(NCCc3ccccn3)ncnc21,-5,1,-3,-4,-6,1,-20,-4
CC(C)(C)N(Cc1ccccc1)C(=O)COC(=O)C1CCCCC1,3,17,1,2,-6,5,4,-2
Cc1ccc(Cl)cc1N1CCN(C(=O)c2ccccc2SCC(=O)N2CCCC2)CC1,8,16,14,3,-9,4,1,-4
Cc1ccc(C)n1-c1ccc(C(=O)NN)s1,4,-3,0,-7,13,-4,-8,-2
COCC(=O)N1CCCC(C(=O)c2ccc(Oc3ccccc3)cc2)C1 (centres undefined),-4,1,-2,-7,16,6,4,-3
CCNS(=O)(=O)c1ccc(NC(=O)c2ccccc2SCCOC)cc1,-2,0,0,3,5,-2,4,-1
COc1ccc(CN(CCCN2CCOCC2)C(=O)Nc2ccccc2)cc1OC,7,-16,3,5,10,-5,5,-7
COc1ccccc1/C=C1\SC(=O)N(CCC(=O)N(C)C2CCS(=O)(=O)C2)C1=O (centres undefined),-3,-1,-8,5,-7,7,-13,2
Cc1ccc(S(=O)(=O)N/N=C(\c2ccccc2)C2CC2)cc1,8,2,-34,4,2,-4,2,-5
Cc1ccc(C)c(NC(=S)/C(=C(\[O-])c2ccc(Cl)s2)[n+]2ccccc2)c1,-1,3,11,-7,-3,-10,-10,-2
CCN(CC)C(=O)[C@H]1CC(CC(=O)NC/C=C(\C)CCC=C(C)C)C(=O)N2CCc3c([nH]c4ccccc34)[C@]12C (some centres undefined),9,22,0,3,4,12,7,0
COC(=O)CNC(=O)C1(C)C=CCN1C(=O)c1ccccc1 (centres undefined),16,-9,-8,1,0,2,-18,0
CCC(C(=O)N1CCOCC1)n1nc(C)n2c(cc3cc(C)ccc32)c1=O (centres undefined),-7,16,·,-2,-2,-8,-13,2
Cn1nnnc1SCCNC(=O)C1CCC(=O)N(CCc2cccc(F)c2)C1 (centres undefined),-1,4,-18,-5,14,1,-38,-2
COc1ccc(CCNC(=O)C2CCCN(C(=O)c3ccc(Cl)cc3)C2)cc1 (centres undefined),-5,13,-10,24,-10,6,9,1
CNC(=S)N/N=C/c1ccc(-c2cccc(C(=O)O)c2)o1,7,0,-42,5,-4,-22,0,-5
CSC1=N/C(=C/c2cccnc2)C(=O)N1Cc1ccc(Cl)cc1,0,15,3,7,1,-2,15,-1
Cc1ccc(C(=O)Nc2ccc3c(c2)OCCO3)c(Cl)c1,10,28,11,-1,1,-10,5,-4
Clc1ccc(CSc2nnc3ccccn23)c(Cl)c1,-7,11,-45,-20,3,-2,1,1
CCn1cnc2cc(NCc3cccs3)ccc21,9,-6,-25,-9,-22,-5,-16,-3

# (more compounds)
SMILES,CXCR6 inh,CCR6 antagonist,Gli-Sufu antag,EBI2 block,ATG4B inh,UBC13 inh,APJ antag,APJ agonist
COc1ccc(C(=O)OCC(=O)N(C)C2CCS(=O)(=O)C2)cc1S(=O)(=O)N(C)Cc1ccccc1 (centres undefined),-1,9,-4,10,-11,-5,-53,8
Cc1cccc(NC(=O)c2ccc3c(c2)OCCO3)c1,4,9,-91,-1,-3,5,3,-2
COc1cc(NC(=O)c2ccc3c(=O)n(Cc4ccco4)c(=S)[nH]c3c2)cc(OC)c1OC,12,28,29,1,2,-3,5,-2
Cc1ccnc(NCc2ccccc2O)c1,0,-5,-21,-4,6,-6,4,-2
O=C(NNC(=O)NC1CCCCC1)NC1CCCCC1,6,-8,1,-3,0,0,-12,-2
CCOc1ccccc1NC(=O)c1c(Br)cnn1C,2,1,14,-1,2,23,8,-2
CN(Cc1ccc(C#CCCO)cc1)CC1CCCN(CCc2ccc(Cl)cc2)C1 (centres undefined),7,11,22,10,1,30,0,-2
